Vif-APOBEC3F blk: Vif-A3F binding inhibition. HeLa A3F-eYFP + Vif (tagged APOBEC3F with the HIV-1 protein that degrades it), YFP fluorescence increase. 0.2% of 390,000 active. Potency, µM (doses to about 46.1 µM), for the others: at the top dose activity, negative = active; note: potency is the fitted concentration of half-maximal effect; % of control where 0% means no effect; nearly all actives have a fitted effect of over 65% in size
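Fluorescence increase (Ex 488/Em 500-530) after overnight compound treatment at 37 deg C flags inhibition of Vif-driven A3F-eYFP loss in stable HeLa A3F-eYFP/Vif cells seeded overnight beforehand.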
GRP78 ERSR act: induces the endoplasmic reticulum stress response in human glioma cells; 0.02% of 420,000 active; U87-MG GRP78 promoter luciferase reporter, 16 h; Potency, µM, inactives show at the highest dose activation, actives largely listed as activators; note: potency is the fitted concentration of half-maximal effect; series mostly up to about 76 µM; % of control where 0% means no effect; nearly all actives have a fitted effect of over 35% in size
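ERSR induction read as luciferase luminescence (Bright-Glo, 10 min at room temperature) in stably transfected human U87-MG glioma cells exposed to compounds for 16 h, using GRP78 as sensor.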
D1 PAM: enhances dopamine response at the human D1 receptor | P21728 | HEK293 TREx D1 cells, calcium flux, dopamine EC20 potentiation | potentiation, % at 10 µM | 0.036% of 360,000 active; in the data active = potentiation above about 30%; note: 0% is about no effect
Target sequence (P21728 whole entry, looked up): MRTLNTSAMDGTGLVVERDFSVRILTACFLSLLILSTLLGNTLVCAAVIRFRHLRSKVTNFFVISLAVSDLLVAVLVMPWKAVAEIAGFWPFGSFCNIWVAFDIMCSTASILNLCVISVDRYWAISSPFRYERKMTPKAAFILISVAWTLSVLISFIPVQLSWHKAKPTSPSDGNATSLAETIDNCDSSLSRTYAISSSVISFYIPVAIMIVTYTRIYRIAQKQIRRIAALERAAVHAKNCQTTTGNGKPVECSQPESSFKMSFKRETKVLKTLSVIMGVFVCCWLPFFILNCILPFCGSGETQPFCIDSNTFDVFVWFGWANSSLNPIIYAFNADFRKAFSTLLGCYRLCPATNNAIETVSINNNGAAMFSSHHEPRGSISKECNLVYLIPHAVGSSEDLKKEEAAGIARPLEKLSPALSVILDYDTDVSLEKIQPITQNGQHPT
Vif-APOBEC3G blk: blocks the Vif interaction with human APOBEC3G; Q9HC16; HeLa A3G-eYFP + Vif (tagged APOBEC3G with the HIV-1 protein that degrades it), YFP fluorescence, overnight; Potency, µM (top dose mostly 46.1 µM), inactives show top-dose activity, negative = active, most hits filed as inhibitors; 0.076% of 410,000 active; AID 602310;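 note: potency is the fitted concentration of half-maximal effect; % is set by controls: 0 for no effect and ±100 for the full control effect; nearly all actives have a fitted effect of over 60% in size; hits raise eYFP signal because A3G escapes Vif-driven loss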
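Read-out is eYFP fluorescence (Ex 488/Em 500-530) from Vif-expressing HeLa A3G-eYFP cells; more signal means A3G escaped Vif-mediated degradation. Cells plated overnight, compound pinned in, incubated overnight at 37 deg C.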
D1 agonist: human D1 receptor agonism. HEK293 T-REx D1 cells, calcium flux, agonist mode. P21728. activation, % at 2 µM. 1% of 360,000 active. AID 504660; in the data active = activation above about 30%; note: 0% is about no effect
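Agonism was scored from calcium flux recorded over 180 s (1 read/s) after pintool compound addition, following a 10-cycle baseline. Cells were inducible force-coupled HEK293 TREx D1, plated overnight at 30 C and loaded with no-wash calcium dye.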
D1 antagonist: blocks dopamine activation of the human D1 receptor; P21728; HEK293 TREx D1 cells, calcium flux, dopamine EC80; hits give low values; activity change, negative = inhibition, % at 10 µM; 3.2% of 360,000 active; AID 504652; in the data active = activity change below about -30%; note: % is set by controls: 0 for no effect and ±100 for the full control effect
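After overnight tetracycline induction at 30 C, force-coupled D1 HEK293 cells took up a no-wash calcium dye at room temperature. Compounds were added and monitored 180 s, and the response to EC80 dopamine was then recorded.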
D2 potentiator: positive allosteric modulators of human D2 dopamine receptor | P14416 | HEK293 T-REx D2, calcium flux, EC20 dopamine potentiation | potentiation, % at 10 µM | 0.34% of 340,000 active;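 active = potentiation over 3 SD above the plate norm, cut at about 30% in these data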; note: 0% is about no effect
Target sequence (P14416 whole entry, looked up): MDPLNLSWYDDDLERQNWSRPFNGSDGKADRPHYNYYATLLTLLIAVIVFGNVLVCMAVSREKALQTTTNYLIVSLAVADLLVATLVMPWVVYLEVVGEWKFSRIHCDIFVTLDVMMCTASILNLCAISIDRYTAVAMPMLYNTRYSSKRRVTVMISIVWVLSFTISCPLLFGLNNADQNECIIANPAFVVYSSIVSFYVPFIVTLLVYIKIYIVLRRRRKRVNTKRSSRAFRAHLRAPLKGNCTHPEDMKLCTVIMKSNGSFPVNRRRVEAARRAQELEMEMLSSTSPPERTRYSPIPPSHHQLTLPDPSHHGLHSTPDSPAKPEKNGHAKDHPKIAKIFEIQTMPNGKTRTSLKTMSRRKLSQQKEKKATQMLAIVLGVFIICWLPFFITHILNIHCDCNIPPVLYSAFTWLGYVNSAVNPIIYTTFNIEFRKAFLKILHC
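Potentiation of an EC20 dopamine calcium response is measured in a force-coupled, tetracycline-inducible Hek293 Trex D2 line. Compound-only kinetic reads over 180 s flag agonists before dopamine addition.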
RXFP1 ag: activates the human relaxin receptor RXFP1 | Q9HBX9 | HEK293T-RXFP1 cAMP TR-FRET, 30 min; response scale: percent of porcine relaxin response, buffer zero | Potency, µM (titrated, usually from 57.5 µM), without a hit: at the top dose activation, most hits filed as activators | 0.3% of 370,000 active | AID 2676; note: potency is the fitted concentration of half-maximal effect; % is set by controls: 0 for no effect and ±100 for the full control effect; nearly all actives have a fitted effect of over 60% in size; many of its hits are not listed in these tables
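Agonist response is measured as cAMP accumulation in an RXFP1-transfected HEK293T line under PDE4 inhibition. Values are scaled between buffer-only and 29 nM porcine relaxin, and EC50s come from standard Hill equation fits.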
LDHA inh: blocks human lactate dehydrogenase A; 0.15% of 480,000 active; activity change, % (values are at about 110 or 230 µM); P00338; purified LDHA, NADH/diaphorase-resazurin fluorescence; hits give low values; in the data active = activity change below about -30%; inconclusive = mostly about -25% to -30%;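 note: plate controls were DMSO wells for no effect and wells without enzyme for full effect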
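Human LDH5 at 2 nM final in Tris HCl pH 7.4 with 0.06 mM NADH and 0.2 mM pyruvate, reacted 5 minutes at room temperature. Remaining NADH coupled via diaphorase/resazurin; resorufin fluorescence read at 0 and 20 minutes, normalized to enzyme-free and DMSO wells.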
Active calls of the source: *; ? = inconclusive; . = not tested or not shown; & = joins results of further samples. Unless noted, calls come from the whole dose curve; as a rule, active = well fitted curve in the direction sought with a large enough effect; inconclusive = small, poorly fitted or top-dose-only effect, or another doubt; inactive = no such curve, though single readings can be large; an effect the other way counts as inactive or inconclusive. The list is partial. The share of hits here may be higher or lower than overall.

SMILES	Vif-APOBEC3F blk	GRP78 ERSR act	D1 PAM	Vif-APOBEC3G blk	D1 agonist	D1 antagonist	D2 potentiator	RXFP1 ag	LDHA inh
O=C(Cn1cccn1)N1CCCC(N2CCN(c3cccc(C(F)(F)F)c3)CC2)C1 (stereo not given)	-7.4%	-2.6%	-2.3	-1.2%	2.5	6.2	2.5	2.2%	2.4
Cc1ccccc1CC1(CO)CCCN(C(=O)c2ccc3ncccc3c2)C1 (stereo not given)	-36.8%	-3.1%	-3.6	-0.5%	1.3	2.4	-26.5	-0.9%	-7.8
Cn1c(=O)n(Cc2ccccc2)c(=O)c2c1nc1n2CCS1	3.9%	-5.9%	-1.9	-1.5%	3.1	10.4	.	0.7%	-1.1
CC1(c2ccc(Cl)cc2)NC(=O)N(CC(=O)N2CCc3ccccc32)C1=O (stereo not given)	2.1%	4.5%	.	-10.0%	.	.	.	.	-9.3
CCOC(=O)c1c(C)c(C(=O)NCc2cccs2)c(C)n1CC	3.7%	0.0%	-2.1	2.0%	1.4	2.1	-11.0	2.9%	-0.4
COc1ccc(C2CC(=O)C(CS(=O)(=O)c3ccccc3)C(=O)C2)cc1 (stereo not given)	-1.1%	-2.2%	-1.5	-4.8%	2.3	-2.5	12.9	-1.5%	-3.1
O=C(CN1CCCCCC1)Nc1cccc(Br)c1	1.3%	-2.3%	-4.5	1.2%	0.5	14.1	-24.8	1.2%	-3.7
Cc1cc(F)ccc1S(=O)(=O)NCC1CC2CCC1C2 (stereo not given)	-1.4%	1.5%	-5.5	2.6%	5.8	-14.8	-23.1	6.1%	-2.2
O=C(COc1ccc(Cl)cc1)Nc1nnc(-c2ccc3c(c2)CCCC3)o1	2.6%	-0.8%	7.8	-8.6%	0.6	6.2	7.6	0.9%	-1.2
Cc1ccc(NC(=S)NCCC(c2ccccc2)c2ccccc2)c(C)c1	-8.4%	1.6%	-0.1	5.4%	3.8	-9.9	12.8	0.1%	-8.1
CCOC(=O)c1c(C)nc2sc3c(c2c1-c1ccc(OC)cc1)NC(c1ccccc1)NC3=O (stereo not given)	-1.5%	-0.8%	.	-1.9%	.	.	.	0.3%	-3.6
NC(=O)c1ccc(NC(=O)CN2CCN(S(=O)(=O)c3ccc4c(c3)OCCO4)CC2)cc1	-5.1%	-3.9%	0.7	-8.7%	0.8	-10.3	-4.7	-2.2%	-6.4
Cc1cc(C(=O)NCc2ccccc2F)cs1	1.4%	-0.9%	-4.0	0.5%	4.1	19.4	2.9	-0.6%	-1.2
CSc1nc2[nH]c3c(c2c2nnnn12)CCCC3	-10.9%	-1.1%	-10.5	1.2%	3.1	-18.9	13.7	3.5%	-1.5
CCOC(=O)c1c(C)n(-c2ccc(C)cc2)c2c(CC(C)=O)c(Br)c(OC)c(O)c12	2.7%	-1.2%	0.4	1.7%	1.3	-5.9	3.5	1.6%	-5.2
O=C(NNC(=O)c1cccc(-n2cccc2)c1)c1ccccc1	-2.8%	7.3%	2.8	0.5%	1.6	4.0	6.8	0.8%	-7.9
Cc1nn(CC(=O)Nc2ccc(C#N)cc2)c(C)c1[N+](=O)[O-]	-5.2%	0.3%	-3.4	0.7%	3.5	.	-7.0	2.3%	-3.2
O=C(OCc1ccccc1)C1CCCN1C(=O)c1ccccc1[N+](=O)[O-] (stereo not given)	2.2%	-3.5%	1.9	0.4%	4.4	-30.0	10.8	-0.3%	0.1
CCOC(=O)c1ccc(NC(c2ccc(N(C)C)cc2)P(=O)(OC(C)C)OC(C)C)cc1 (stereo not given)	12.6%	-4.4%	-3.8	10.9%	4.8	4.5	-20.0	-1.1%	5.7
COC(=O)CSc1nnc(-c2cccnc2)o1	-7.7%	-4.8%	1.8	-0.2%	4.7	7.0	3.7	5.6%	-9.8
CCn1c(O)c(/C=N/N=C/c2ccccc2)c2ccc(C3=NNC(=O)CC3)cc21	?	-3.3%	0.4	?	21.3	-9.6	2.9	2.6%	0.9
Cc1ccc(NC(=O)CCCCCNS(=O)(=O)c2ccc(C)cc2)cc1	-5.4%	-3.9%	-3.4	0.7%	0.8	-19.0	3.7	1.8%	-8.5
CC(C)NC(=O)c1ccccc1NC(=O)C1CCCO1 (stereo not given)	-8.8%	-2.4%	-6.5	1.9%	1.8	-0.4	-8.0	0.2%	2.2
O=C(COC(=O)COc1ccccc1[N+](=O)[O-])NC1CCCCC1	-13.3%	-2.4%	-0.4	0.7%	0.0	-10.7	7.6	-1.6%	-3.7
CN(C(=O)c1cc2nc(-c3ccc4c(c3)OCO4)cc(C(F)(F)F)n2n1)c1ccc(OC(F)(F)F)cc1	-4.5%	-1.5%	-1.5	2.1%	-0.9	2.1	-10.4	4.4%	1.2
Cc1c(Cl)cccc1NC(=O)N1CCN(Cc2cc(=O)n3nc(-c4ccccc4F)sc3n2)CC1	-2.8%	-2.5%	-1.1	-1.2%	-0.7	9.1	5.7	29.8%	-2.1
CCOC(=O)C1CCN(C(=O)C2CCN(S(=O)(=O)c3ccc4c(c3)CC(C)N4C(C)=O)CC2)CC1 (stereo not given)	2.2%	-2.7%	-8.7	2.1%	1.2	3.9	17.6	0.8%	-5.7
COc1ccc(NC(=O)CC2SC(N3CCCCC3)=NC2=O)cc1OC (stereo not given)	-1.9%	-4.4%	-10.2	0.3%	1.1	-1.6	-18.3	3.3%	-2.0
CCOC(=O)C1CCCN(c2c(Nc3cc(C)cc(C)c3)c(=O)c2=O)C1 (stereo not given)	2.5%	-3.8%	.	-0.5%	1.0	-2.8	-9.7	-0.3%	-0.5
COc1ccccc1N(CCN1C(=O)c2cccc3cccc(c23)C1=O)C(=O)c1ccncc1	.	.	-0.6	.	2.4	2.8	-5.8	-0.8%	.

Entries shown so far with bromine (2):
SMILES	Vif-APOBEC3F blk	GRP78 ERSR act	D1 PAM	Vif-APOBEC3G blk	D1 agonist	D1 antagonist	D2 potentiator	RXFP1 ag	LDHA inh
O=C(CN1CCCCCC1)Nc1cccc(Br)c1	1.3%	-2.3%	-4.5	1.2%	0.5	14.1	-24.8	1.2%	-3.7
CCOC(=O)c1c(C)n(-c2ccc(C)cc2)c2c(CC(C)=O)c(Br)c(OC)c(O)c12	2.7%	-1.2%	0.4	1.7%	1.3	-5.9	3.5	1.6%	-5.2

Whole records from above. Screens in order: Vif-APOBEC3F blk, GRP78 ERSR act, D1 PAM, Vif-APOBEC3G blk, D1 agonist, D1 antagonist, D2 potentiator, RXFP1 ag, LDHA inh
`O=C(NNC(=O)c1cccc(-n2cccc2)c1)c1ccccc1` across the screens: -2.8%, 7.3%, 2.8, 0.5%, 1.6, 4.0, 6.8, 0.8%, -7.9
`CCn1c(O)c(/C=N/N=C/c2ccccc2)c2ccc(C3=NNC(=O)CC3)cc21` across the screens: ?, -3.3%, 0.4, ?, 21.3, -9.6, 2.9, 2.6%, 0.9

Additional entries follow:
SMILES	Vif-APOBEC3F blk	GRP78 ERSR act	D1 PAM	Vif-APOBEC3G blk	D1 agonist	D1 antagonist	D2 potentiator	RXFP1 ag	LDHA inh
O=C1NC(=O)C2(CCC(C3CCCCC3)CC2)N1 (stereo not given)	4.6%	-4.7%	.	-5.7%	.	.	.	.	-3.0
CCn1c(Sc2ccc([N+](=O)[O-])cn2)nnc1-c1ccco1	-6.4%	-13.8%	-2.2	?	0.7	14.7	1.3	6.0%	5.4
Cc1ccc(C2(C)NC(=O)N(CC(=O)NNC(=O)c3ccccc3F)C2=O)cc1 (stereo not given)	16.3%	0.1%	.	-5.2%	12.0	-25.1	-0.4	2.2%	-3.3
CC1CCC2(CC1)NC(=O)N(NC(=O)c1ccc(OC(C)C)cc1)C2=O (stereo not given)	-28.8%	-3.4%	-3.2	-1.9%	-0.6	-1.4	-2.6	-0.8%	-2.1
O=C(Cn1cncn1)NCc1cc(F)ccc1F	14.7%	-2.9%	5.7	1.0%	-0.3	7.8	17.1	-4.8%	-3.9
CCOC(=O)c1cnc2ccc(C(=O)OC)cc2c1Nc1ccc(OCc2ccccc2Cl)cc1	6.2%	-5.8%	-0.2	1.2%	0.9	-2.1	11.2	3.0%	2.5
CCc1cc(C(c2ccccc2OC)N2CCOCC2)c(NC(=O)c2ccccc2)s1 (stereo not given)	-7.2%	5.5%	-6.7	-13.5%	1.6	-7.5	-19.1	-0.2%	-0.9
Cc1ccc(S(=O)(=O)NC(=O)c2ccc(Br)o2)cc1	1.2%	-5.9%&-4.7%	-6.2	1.1%	-1.4	-13.1	-0.9	0.8%	-7.2
COc1ccccc1-n1c(=O)[nH]c2c(C(N)=O)nc(C3CCCCC3)nc21	-10.6%	-4.1%	0.8	1.0%	3.0	31.8	20.8	1.2%	-0.1
Cc1ccc(C#N)c(SCC(=O)Nc2nccs2)n1	-5.6%	-7.3%	7.5	0.2%	3.0	-2.0	-13.8	?	-1.9
Cc1nnc(N2CCN(c3ccc(Cl)cc3)CC2)c2c1nnn2Cc1ccc(F)cc1	-2.8%	-2.7%	-2.5	6.7%	2.0	7.3	-0.5	?	1.8
CCCCn1cnc2c(cnn2-c2ccc(F)cc2)c1=O	7.8%	1.4%	.	-0.5%	.	.	.	0.5%	-2.9
CCCOc1ccc(C(=O)CCC(=O)OCC(=O)Nc2ccc(OCC)cc2)cc1	.	.	-6.1	.	6.8	-1.5	21.5	3.2%	.
Cc1ccc(/C=C2/SC(=O)N(CC(=O)N3CCOCC3)C2=O)s1	2.0%	1.2%	2.0	1.0%	4.8	2.7	-3.1	1.4%	-2.6
Cc1ccc(NC(=O)CSc2nccn2C)cc1F	-1.9%	0.8%	-12.2	-6.7%	6.9	-17.2	2.0	1.0%	-0.6
COCCCNC(=O)CN1C(=O)COc2ccc(S(=O)(=O)N3CC(C)CC(C)C3)cc21 (stereo not given)	0.0%	2.5%	-0.1	0.4%	0.4	-10.7	3.1	3.9%	-1.2
CCOC(=O)C1CCCN(C(=O)Cn2cnc3c2c(=O)n(C)c(=O)n3C)C1 (stereo not given)	1.6%	-1.4%	-0.9	1.1%	0.9	-8.5	3.6	4.1%	0.0
CN(CC(=O)NCc1ccco1)S(=O)(=O)c1ccc2c(c1)c(=O)n(C)c(=O)n2C	-0.7%	-0.9%	1.3	3.5%	0.8	-4.3	0.4	4.6%	-1.0
